Source: PubChem BioAssay (National Center for Advancing Translational Sciences (NCATS))
TrxR1 inh – inhibitors of rat thioredoxin reductase 1; recombinant rTrxR1, NADPH fluorescence consumption, selenite substrate; hit rate 1% among 390,000; O89049; Potency, µM (series often up to 114 µM), inactives show at the top dose activity change, negative = inhibition, most hits filed as inhibitors; note: potency is the fitted concentration of half-maximal effect; % is set by controls: 0 for no effect and ±100 for the full control effect; nearly all actives have a fitted effect of over 65% in size
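Rat TrxR1 (90 nM in the dispensed reagent) was pre-reduced with 400 uM NADPH for 5 min at room temperature, then incubated with compound for 15 min. After 400 uM selenite was added, NADPH fluorescence (Ex 340/Em 450 nm) was followed for 8 min.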
Vif-A3F inh – blocks the Vif interaction with APOBEC3F | HeLa A3F-eYFP + Vif (tagged APOBEC3F with the HIV-1 protein that degrades it), YFP fluorescence increase | hit rate 0.2% among 390,000 | Potency, µM (series often up to 46.1 µM), inactives show at the top dose activity, negative = active; note: potency is the fitted concentration of half-maximal effect; % of control where 0% means no effect; nearly all actives have a fitted effect of over 65% in size
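Fluorescence increase (Ex 488/Em 500-530) after overnight compound treatment at 37 deg C flags inhibition of Vif-driven A3F-eYFP loss in stable HeLa A3F-eYFP/Vif cells seeded overnight beforehand.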
USP1 inh – blocks the human USP1/UAF1 deubiquitinase complex; recombinant USP1/UAF1, Ub-Rhodamine cleavage fluorescence; Potency, µM (top dose mostly 57.1 µM), for inactives: top-dose activity change, negative = inhibition, usual class: inhibitors; hit rate 0.23% among 390,000; note: potency is the fitted concentration of half-maximal effect; % is set by controls: 0 for no effect and ±100 for the full control effect; nearly all actives have a fitted effect of over 60% in size; inactives centre near -12
Target sequence (O94782 whole entry, looked up): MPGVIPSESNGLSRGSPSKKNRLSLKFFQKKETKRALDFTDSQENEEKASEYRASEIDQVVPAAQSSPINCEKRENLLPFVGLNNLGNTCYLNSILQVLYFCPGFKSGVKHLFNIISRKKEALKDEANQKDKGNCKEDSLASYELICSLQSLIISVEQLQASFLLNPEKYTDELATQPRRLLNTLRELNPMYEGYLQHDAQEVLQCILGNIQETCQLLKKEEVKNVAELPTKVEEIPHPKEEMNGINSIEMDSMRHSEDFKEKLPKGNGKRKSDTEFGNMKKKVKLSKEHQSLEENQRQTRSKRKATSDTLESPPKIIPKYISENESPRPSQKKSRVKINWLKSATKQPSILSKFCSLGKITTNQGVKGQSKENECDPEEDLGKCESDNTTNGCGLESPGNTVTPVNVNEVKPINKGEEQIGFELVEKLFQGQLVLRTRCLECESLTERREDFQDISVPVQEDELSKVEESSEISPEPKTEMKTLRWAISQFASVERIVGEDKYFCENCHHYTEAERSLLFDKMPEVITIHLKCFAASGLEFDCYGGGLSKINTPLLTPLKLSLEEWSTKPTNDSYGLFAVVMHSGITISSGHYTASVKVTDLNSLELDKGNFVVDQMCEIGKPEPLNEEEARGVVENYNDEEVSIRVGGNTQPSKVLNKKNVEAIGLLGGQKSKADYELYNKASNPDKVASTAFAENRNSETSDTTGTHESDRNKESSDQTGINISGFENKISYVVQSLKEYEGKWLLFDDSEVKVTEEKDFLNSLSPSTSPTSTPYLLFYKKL
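In this screen, compounds sit with the deubiquitinase complex (1nM) for 15 min at room temperature before Ub-Rho is added at 150nM final. Fluorescence rise is then followed for 6 reads every 60 seconds.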
mIDH1 inhibitor – human IDH1 R132H inhibition; O75874; IDH1-R132H enzyme, NADPH consumption, diaphorase/resazurin fluorescence; Potency, µM (highest dose often 76.6 µM), for inactives: at the top dose activity change, negative = inhibition, most hits filed as inhibitors; hit rate 0.093% among 390,000; note: potency is the fitted concentration of half-maximal effect; % is set by controls: 0 for no effect and ±100 for the full control effect; nearly all actives have a fitted effect of over 65% in size
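IDH1-R132H (0.5 ug/mL dispensed) in pH 7.5 Tris buffer was preincubated 30 min with compound, then given a substrate mix of 0.016 mM NADPH and 2 mM alpha-KG for 80 min at room temperature; remaining NADPH was read by diaphorase/resazurin fluorescence.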
LDHA inh – blocks human lactate dehydrogenase A. activity change, % (values are at about 110 or 230 µM). purified LDHA, NADH/diaphorase-resazurin fluorescence; stronger effect = lower value. hit rate 0.15% among 480,000. AID 1347041; in the data active = activity change below about -30%; inconclusive = mostly about -25% to -30%;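 note: plate controls were DMSO wells for no effect and wells without enzyme for full effect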
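Human LDH5 at 2 nM final in Tris HCl pH 7.4 with 0.06 mM NADH and 0.2 mM pyruvate, reacted 5 minutes at room temperature. Remaining NADH coupled via diaphorase/resazurin; resorufin fluorescence read at 0 and 20 minutes, normalized to enzyme-free and DMSO wells.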
TrxR1 substrate – is turned over as a substrate by rat TrxR1; hit rate 0.01% among 390,000; O89049; purified TrxR1 substrate turnover, NADPH consumption readout; Potency, µM (highest dose often 114 µM), for the others: at the highest dose activity change, negative = substrate turnover; AID 588456; note: potency is the fitted concentration of half-maximal effect; % is set by controls: 0 for no effect and ±100 for the full control effect; nearly all actives have a fitted effect of over 50% in size
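Rat TrxR1, dispensed at 90 nM, was prereduced with 400 uM NADPH (final) for 5 min at ~22 deg C, then incubated with compound 15 min before 400 uM selenite. A first-read NADPH fluorescence drop versus no-compound background flagged substrates.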
Vif-A3G inh – inhibitors of Vif-APOBEC3G interaction; Q9HC16; HeLa A3G-eYFP + Vif (tagged APOBEC3G with the HIV-1 protein that degrades it), YFP fluorescence, overnight; Potency, µM (highest dose often 46.1 µM), inactives show at the highest dose activity, negative = active, actives largely listed as inhibitors; hit rate 0.076% among 410,000; AID 602310;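 note: potency is the fitted concentration of half-maximal effect; % is set by controls: 0 for no effect and ±100 for the full control effect; nearly all actives have a fitted effect of over 60% in size; hits raise eYFP signal because A3G escapes Vif-driven loss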
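Read-out is eYFP fluorescence (Ex 488/Em 500-530) from Vif-expressing HeLa A3G-eYFP cells; more signal means A3G escaped Vif-mediated degradation. Cells plated overnight, compound pinned in, incubated overnight at 37 deg C.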
RGS4 inh – blocks human RGS4-accelerated GTP hydrolysis | Transcreener GDP fluorescence polarization, RGS4-accelerated GTP hydrolysis | Potency, µM (series often up to 114 µM), for inactives: at the highest dose activity change, negative = inhibition, most hits filed as inhibitors | hit rate 0.039% among 390,000; note: potency is the fitted concentration of half-maximal effect; % is set by controls: 0 for no effect and ±100 for the full control effect; nearly all actives have a fitted effect of over 75% in size; some results filed as inactive show a strong effect at the top dose
Target sequence (P49798 whole entry, looked up): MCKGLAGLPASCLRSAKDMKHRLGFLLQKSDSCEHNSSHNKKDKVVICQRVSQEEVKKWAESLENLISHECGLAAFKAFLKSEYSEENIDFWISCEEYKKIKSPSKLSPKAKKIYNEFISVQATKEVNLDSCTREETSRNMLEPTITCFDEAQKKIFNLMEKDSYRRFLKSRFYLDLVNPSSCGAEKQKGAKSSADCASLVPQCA
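MLSMR compounds (23 nl, pin-transferred) preincubated 10 min at room temperature with a 500nM (2x) first reagent, then RGS4 at 900nM (2x) plus Transcreener GDP mix added; fluorescence polarization (620/688 nm) read before and after 90 min at 30 °C.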
Glioma ERSR ind – ER stress response induction in glioma. U87-MG GRP78 promoter luciferase reporter, 16 h. Potency, µM, inactives show at the highest dose activation, actives largely listed as activators. hit rate 0.02% among 420,000. AID 602332; note: potency is the fitted concentration of half-maximal effect; series mostly up to about 76 µM; % of control where 0% means no effect; nearly all actives have a fitted effect of over 35% in size
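Stably transfected U87-MG glioma cells carrying a GRP78-based luciferase sensor; 16 h compound incubation. Luminescence end-point read 10 min after Bright-Glo addition at room temperature.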
The depositor's hits bear a star; ? = inconclusive; & = joins results of further samples; [ ] = another dose, or the depositor's remark. Unless noted, calls come from the whole dose curve; as a rule, active = well fitted curve in the direction sought with a large enough effect; inconclusive = small, poorly fitted or top-dose-only effect, or another doubt; inactive = no such curve, though single readings can be large; an effect the other way counts as inactive or inconclusive. An excerpt; rates above refer to the full screens.

SMILES	TrxR1 inh	Vif-A3F inh	USP1 inh	mIDH1 inhibitor	LDHA inh	TrxR1 substrate	Vif-A3G inh	RGS4 inh	Glioma ERSR ind
O=C(COc1ccc2c(c1)CCC2)NCc1ccc(Cl)cc1	23%	-8%	-24%	0%	2	1%	3%	-6%[11.4 µM]	-3%
COC(C(=O)Nc1cccc(F)c1)c1ccccc1 (stereo not given)	-3%[57.1 µM]	2%	-7%	-3%	-6	11%[57.1 µM]	2%	4%	-3%
Cc1cccc(CCNS(=O)(=O)c2ccc(S(=O)(=O)NC3CCCC3)cc2)c1	-7%	-8%	-7%	4%	-11	-13%	-1%	19%	-3%
CCC(Sc1nc(-c2ccccc2)c(-c2ccccc2)[nH]1)C(=O)O (stereo not given)	16%	-15%	-29%	1%	-11	49%[activator]	-3%	2%	-2%
O=C(NCc1ccc(F)cc1)C(=O)NCC(c1ccc2c(c1)OCO2)N1CCOCC1 (stereo not given)	14%[57.1 µM]	1%	4%	-9%	-4	-1%[57.1 µM]	2%	10%	-5%
COc1cc(C(=O)NCC(c2ccc3c(c2)OCO3)N2CCN(C)CC2)cc(OC)c1OC (stereo not given)	13%[57.1 µM]	-9%	-2%	-2%	0	6%[57.1 µM]	-5%	-4%	1%
O=C(CSc1c[nH]c2ccccc12)N1CCOCC1	13%[57.1 µM]	3%	-10%	0%	-4	7%[57.1 µM]	0%	13%	1%
CC(C)NC(=O)CSc1nnc(COc2ccccc2Cl)o1	14%[57.1 µM]	-1%	-5%	2%	-3&-4	4%[57.1 µM]	-1%	-7%	-7%
CCC1CCCCN1S(=O)(=O)Cc1ccccc1Cl (stereo not given)	14%	1%	-15%	7%	0	5%	0%	7%	-3%
CCOc1cc(-c2ccc(OC(=O)c3ccc(Cl)cc3)c(OC)c2)cc(=O)c2c(C)oc(C)c12	31%	3%	-15%	-8%	-3	-2%	-3%	21%	-4%
CCOC(=O)c1ccc(NC(=O)CNC(=O)c2ccco2)cc1	21%[57.1 µM]	-3%	-3%	6%	0	7%[57.1 µM]	0%	2%	0%
Cc1cccnc1NC(=S)NC(=O)/C=C/c1ccccc1	5%[57.1 µM]	-10%	-17%	0%	-2	1%[57.1 µM]	0%	16%	1%
O=C1CC[C@H](O)CCN1CCSc1ccc(Br)cc1	-4%&18%	5%	?	12%	0	-1%&8%	5%&4%	4%	3%&2%
CCC1Sc2ccc(S(=O)(=O)CCC(=O)NCc3cccs3)cc2NC1=O (stereo not given)	-19%	4%	-4%	-22%	-20	-3%	-15%	17%	3%
CCN(C(=O)CCS(=O)(=O)c1ccc(Br)cc1)c1ccc2c(c1)OCO2	22%[57.1 µM]	-1%	-20%	3%	2	14%[57.1 µM]	-5%	-19%	4%
CC(=O)NC(O)C(=O)c1ccco1 (stereo not given)	0%[57.1 µM]	-6%	-10%	-5%	-6	2%[57.1 µM]	0%	18%	0%
Cc1ccc(Nc2nnns2)cc1C	4%[57.1 µM]	-3%	-2%	0%	-4	14%[57.1 µM]	0%	?	0%
CCOc1cc(C)nc(N2CCC(C(=O)NC3CC3)CC2)n1	28%	-21%	-13%	-6%	-6	8%	0%	1%	-5%
CCOC(=O)c1[nH]c2cc(OC)c(OC)cc2c1N	-13%	-2%	?	2%	2	18%	-3%	-38%	-2%
CC1(C)CC(CC(=O)Nc2nccs2)(c2ccccc2)CCO1 (stereo not given)	1%[57.1 µM]	-4%	-5%	5%	0	8%[57.1 µM]	0%	-20%	-3%
CCCCC1CCC(c2ccc(C(N)=O)cc2)CC1 (stereo not given)	27%	-5%	-15%	4%	-8	-2%	-1%	5%	-2%
COCCNC(=O)CSc1ccccc1C(=O)NC1CCSc2ccccc21 (stereo not given)	11%	-3%	-10%	0%	-11	1%	-7%	0%	-1%
O=C(Nc1c(O)c2ccccc2[nH]c1=O)c1ccco1	18%[57.1 µM]	-17%	-24%	5%	-2	5%[57.1 µM]	2%	-17%[56.9 µM]	17%
O=S(=O)(NCCN1CCOCC1)c1cccc(C(F)(F)F)c1	31%[activator]	1%	-17%	0%	2	8%	0%	-2%	-3%
Cc1csc(NC(=O)CSc2ccccc2F)n1	-4%[57.1 µM]	4%	3%	-1%	-3	-7%[57.1 µM]	-9%	-12%	9%

A second format for four compounds above.
canonical_smiles: CC(C)NC(=O)CSc1nnc(COc2ccccc2Cl)o1
  TrxR1 inh: 14%[57.1 µM]
  Vif-A3F inh: -1%
  USP1 inh: -5%
  mIDH1 inhibitor: 2%
  LDHA inh: -3&-4
  TrxR1 substrate: 4%[57.1 µM]
  Vif-A3G inh: -1%
  RGS4 inh: -7%
  Glioma ERSR ind: -7%

canonical_smiles: CCC1CCCCN1S(=O)(=O)Cc1ccccc1Cl (stereo not given)
  TrxR1 inh: 14%
  Vif-A3F inh: 1%
  USP1 inh: -15%
  mIDH1 inhibitor: 7%
  LDHA inh: 0
  TrxR1 substrate: 5%
  Vif-A3G inh: 0%
  RGS4 inh: 7%
  Glioma ERSR ind: -3%

canonical_smiles: CCOc1cc(-c2ccc(OC(=O)c3ccc(Cl)cc3)c(OC)c2)cc(=O)c2c(C)oc(C)c12
  TrxR1 inh: 31%
  Vif-A3F inh: 3%
  USP1 inh: -15%
  mIDH1 inhibitor: -8%
  LDHA inh: -3
  TrxR1 substrate: -2%
  Vif-A3G inh: -3%
  RGS4 inh: 21%
  Glioma ERSR ind: -4%

canonical_smiles: CCOC(=O)c1ccc(NC(=O)CNC(=O)c2ccco2)cc1
  TrxR1 inh: 21%[57.1 µM]
  Vif-A3F inh: -3%
  USP1 inh: -3%
  mIDH1 inhibitor: 6%
  LDHA inh: 0
  TrxR1 substrate: 7%[57.1 µM]
  Vif-A3G inh: 0%
  RGS4 inh: 2%
  Glioma ERSR ind: 0%

The results go on.
SMILES	TrxR1 inh	Vif-A3F inh	USP1 inh	mIDH1 inhibitor	LDHA inh	TrxR1 substrate	Vif-A3G inh	RGS4 inh	Glioma ERSR ind
COC(=O)C1=C(C)NC(=O)CC1c1cc2c(cc1Br)OCO2 (stereo not given)	0%	-1%	-15%	14%	-2	-1%	-3%	-4%	-1%
CCOC(=O)C1(Cc2cccc(OC)c2)CCCN(C(=O)CCN2CCCO2)C1 (stereo not given)	20%	0%	-20%	-7%	-4	7%	2%	-25%	?
CCOC(=O)C1CCCN(C(=O)COc2ccc(C(=O)c3ccccc3)cc2)C1 (stereo not given)	7%[57.1 µM]	2%	-2%	-3%	-5	4%[57.1 µM]	0%	1%	-2%
O=C1c2ccccc2C(=O)N1Nc1ccc([N+](=O)[O-])cc1[N+](=O)[O-]	16%[57.1 µM]	-24%	-9%	2%	-3	15%[57.1 µM]	0%	-4%	-1%
COc1ccc(C2=C(c3ccc([N+](=O)[O-])cc3)C(=O)OC2)cc1	13%[57.1 µM]	2%	?	-6%	-3	12%[57.1 µM]	2%	-20%	-1%
COc1ccc(Cl)cc1NC(=O)CN(C)C(=O)c1sc2ccccc2c1Cl	22%	-3%	-30%	7%	-2	1%	-29%	2%	1%
COc1cccc(CNC(=O)c2ccc(C)c(S(=O)(=O)N3CCCCC3)c2)c1	2%	-6%	-20%	6%	0	-3%	3%	-5%	-3%
C=CCO/N=C/C1C(=O)CC(C)(C)CC1=O	24%[57.1 µM]	-3%	-7%	17%	3	-18%[57.1 µM]	-5%	-35%	-1%
O=C(O)c1ccc(-n2cccc2/C=C2/SC(=O)N(CC(=O)N3CCCC3)C2=O)cc1	8%	0%	-14%	-2%	-3	-3%	1%	-14%	-5%
Cc1c(C(=O)O)oc2ccc3c(c12)C(O)CC(C)(C)O3 (stereo not given)	25%	5%	-27%	-7%	-1	30%	0%	11%	-1%
O=C(CCNS(=O)(=O)c1ccccc1)N1CCC(Cc2ccccc2)CC1	21%	1%	-17%	-5%	1	6%	2%	14%	2%
Cc1ccc(C)c2[nH]c(=O)c(CCNC(=O)c3ccc(S(=O)(=O)N4CCOCC4)cc3)cc12	-9%	2%	-8%	10%	4	-1%	4%	-31%	-2%
CC(=O)Nc1c(O)nc(SCC(=O)Nc2cccc(C)c2)[nH]c1=O	-26%	-1%	-7%	2%	-10	9%	-2%	39%	-1%
CC1CN(S(=O)(=O)c2cccc(C(=O)NCCC3=CCCCC3)c2)CC(C)O1 (stereo not given)	4%	-9%	-20%	6%	-6	-2%	-1%	1%	-3%
Cc1cccc(N2CCN(C3=C(c4ccccc4)C(=O)c4ccccc43)CC2)c1C	3%	0%	-24%	0%	-19	-10%	1%	19%	-3%
COc1ccccc1S(=O)(=O)NCc1ccc(C(=O)NC2CCC(O)CC2)cc1 (stereo not given)	0%	0%	7%	-1%	-1	-5%	-1%	-25%	-1%
COc1ccc(NS(=O)(=O)c2cccc(C(=O)NNC(=O)CNC(=O)c3ccccc3)c2)cc1	12%	-16%	-15%	8%	-2	0%	1%	-8%	-5%
N#Cc1cnn2c1nc(N1CCOCC1)c1ccccc12	-20%	0%	-7%	5%	-6	-4%	3%	33%	-5%
NC(=O)CSc1c[nH]c2ccccc12	-10%	5%	-7%	0%	0	-4%	-1%	-11%	-2%
